Luciferase inh: inhibitors of firefly (Photinus pyralis) luciferase | P08659 | purified P. pyralis luciferase, luminescence, biochemical | Potency, µM (titrated, usually from 115 µM), for inactives: top-dose activity change, negative = inhibition, usual class: inhibitors | actives 2.5% (n = 76,000) | AID 1347043; note: potency is the fitted concentration of half-maximal effect; nearly all actives have a fitted effect of over 65% in size
Target sequence (P08659 whole entry, looked up): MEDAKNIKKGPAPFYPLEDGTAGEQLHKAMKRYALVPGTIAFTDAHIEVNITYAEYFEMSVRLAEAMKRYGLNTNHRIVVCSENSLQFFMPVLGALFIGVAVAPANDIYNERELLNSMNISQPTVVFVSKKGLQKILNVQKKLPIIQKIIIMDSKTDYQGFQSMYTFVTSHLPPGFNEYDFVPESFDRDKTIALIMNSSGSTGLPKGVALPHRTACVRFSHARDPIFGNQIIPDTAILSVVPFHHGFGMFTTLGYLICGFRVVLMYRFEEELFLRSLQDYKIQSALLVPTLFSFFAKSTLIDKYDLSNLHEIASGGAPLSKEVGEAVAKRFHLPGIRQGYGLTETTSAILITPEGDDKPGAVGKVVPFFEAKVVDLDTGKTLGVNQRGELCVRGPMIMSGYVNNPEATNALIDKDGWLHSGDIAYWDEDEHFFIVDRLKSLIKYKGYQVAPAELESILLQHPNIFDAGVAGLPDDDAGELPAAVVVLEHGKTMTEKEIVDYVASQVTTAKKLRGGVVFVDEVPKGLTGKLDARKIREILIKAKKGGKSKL
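Biochemical qHTS: compound (6-point titration) added to 10uM D-luciferin plus 10uM ATP in Tris acetate pH 7.5 buffer with Mg, Tween-20 and BSA, then purified enzyme at 10nM; light output imaged.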
IP6K1 inhibitor: blocks human inositol hexakisphosphate kinase 1; Q92551; IP6K1 kinase, ADP-Glo luminescence, 2 h; hits give low values; activity change, % (series mostly up to about 58 µM); actives 0.81% (n = 140,000); AID 1645851; in the data active = activity change below about -25%
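ADP-Glo luminescence measures ADP made by human IP6K1 during a 2 h RT reaction with ATP/IP6 (mix at 1.3 mM/130 uM); top library doses 57.5 and 19.1 uM final.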
HEK cytotox: cytotoxic compounds in HEK 293 cells; HEK 293 viability, ATP luminescence (CellTiter-Glo), 48-72 h; Potency, µM (doses to about 115 µM), for inactives: at the highest dose activity change, negative = cytotoxicity, hits mostly inhibitors; actives 6.6% (n = 94,000); AID 1345083; note: potency is the fitted concentration of half-maximal effect; nearly all actives have a fitted effect of over 60% in size
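250 HEK 293 cells/well; compound by pintool; incubated 48 or 72 hr at 37 degree Celsius; CellTiter-Glo added, 10 min RT, luminescence imaged.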
SNCA expr inh: SNCA gene expression inhibition. AID 1671194. actives 0.17% (n = 140,000). HEK-293 SNCA-luciferase knock-in, luminescence, 24 h. Potency, µM (series often up to 57.2 µM), without a hit: at the top dose activity change, negative = inhibition, hits mostly inhibitors;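 note: potency is the fitted concentration of half-maximal effect; plate controls were DMSO cells for no effect and cell-free wells for full effect; nearly all actives have a fitted effect of over 45% in size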
3T3 cytotox: cytotoxic compounds in NIH 3T3 cells. NIH 3T3 viability, CellTiter-Glo ATP luminescence, 48-72 h. Potency, µM (titrated, usually from 96.7 µM), inactives show at the top dose activity change, negative = cytotoxicity, actives largely listed as inhibitors. actives 4.3% (n = 94,000). AID 1345082; note: potency is the fitted concentration of half-maximal effect; nearly all actives have a fitted effect of over 55% in size
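ATP-dependent luminescence (CellTiter-Glo) served as the viability signal for NIH 3T3 cells treated with compound for 48 or 72 hr at 37 °C.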
GPT2 inh: GPT2 alanine aminotransferase inhibition. actives 0.25% (n = 100,000). AID 1671188. Recombinant GPT2, coupled pyruvate oxidase/HRP Amplex Red fluorescence. Potency, µM (highest dose often 57.7 µM), for inactives: at the top dose activity change, negative = inhibition, hits mostly inhibitors. Q8TD30; note: potency is the fitted concentration of half-maximal effect; nearly all actives have a fitted effect of over 60% in size; many of its hits are not listed in these tables
Target sequence (Q8TD30 whole entry, looked up): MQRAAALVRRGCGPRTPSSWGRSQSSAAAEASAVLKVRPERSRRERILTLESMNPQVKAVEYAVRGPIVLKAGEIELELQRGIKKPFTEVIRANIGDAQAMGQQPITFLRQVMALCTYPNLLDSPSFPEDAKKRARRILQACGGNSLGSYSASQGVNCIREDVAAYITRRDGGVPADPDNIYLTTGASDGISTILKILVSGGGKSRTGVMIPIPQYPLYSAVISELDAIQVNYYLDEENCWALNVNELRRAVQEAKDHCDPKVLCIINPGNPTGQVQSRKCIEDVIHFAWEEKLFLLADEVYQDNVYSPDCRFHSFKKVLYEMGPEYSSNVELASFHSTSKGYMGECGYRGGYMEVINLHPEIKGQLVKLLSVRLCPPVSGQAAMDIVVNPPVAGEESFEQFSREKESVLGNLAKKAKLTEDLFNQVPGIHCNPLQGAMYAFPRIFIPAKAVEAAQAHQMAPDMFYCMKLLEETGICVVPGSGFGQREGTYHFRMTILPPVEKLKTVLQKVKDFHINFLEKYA
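Recombinant GPT2 (10ng/uL) with 250uM a-KG and 2mM L-alanine, 30 min at room temperature, in HEPES pH 7.5 buffer. Pyruvate detected by pyruvate oxidase/HRP/Amplex Red fluorescence after 30 min in the dark; AOA (50uM) as positive control.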
HEK293 viab: counter-screen for SNCA expression inhibitors: cell viability; HEK-293-SNCA-luc viability, GF-AFC fluorescence, 24 h; Potency, µM (titrated, usually from 57.1 µM), inactives show top-dose activity change, negative = cytotoxicity, most hits filed as cytotoxic; actives 0.12% (n = 150,000); AID 1671193;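 note: potency is the fitted concentration of half-maximal effect; 0% = DMSO-treated cells and -100% = medium-only wells without cells; nearly all actives have a fitted effect of over 30% in size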
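HEK-293-SNCA-luc cells (1500/well) plated 24 h, then exposed 24 h to a dilution series; GF-AFC added 30 min at 37C, fluorescence 405/540 nm; normalised to medium-only and DMSO wells, Hill fit.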
Starred values were filed as active, the others as inactive; i = inactive; ? = inconclusive; / = not tested or not shown; [ ] = another dose, or the depositor's remark. Unless noted, calls come from the whole dose curve; as a rule, active = well fitted curve in the direction sought with a large enough effect; inconclusive = small, poorly fitted or top-dose-only effect, or another doubt; inactive = no such curve, though single readings can be large; an effect the other way counts as inactive or inconclusive. Unless noted, % is set by controls: 0 for no effect and ±100 for the full control effect. Random draw from the library; about 7.7% have a hit in one of these screens.

Order of results – Luciferase inh, IP6K1 inhibitor, HEK cytotox, SNCA expr inh, 3T3 cytotox, GPT2 inh, HEK293 viab
1) CCCCOc1ccc(C(=O)Nc2nnc3n2CCS3)cc1
  /, -10, /, 15%, /, /, -12%
2) CC(C)c1noc(C2CCCN(S(C)(=O)=O)CCC(=O)NCC2)n1 (configuration not stated)
  2%, 2, 0%, 2%, i, i, 10%
3) CC#CCn1cc2c3c(cccc31)[C@H](CC(C)C)N[C@H](C(=O)NC1CC1)C2
  -3%[172 µM], -2, 89µM*, ?, ?, ?, ?
4) COc1ccc(-c2cc(C)no2)cc1S(=O)(=O)N1CCN(c2ccccc2F)CC1
  /, 23, /, ?, /, /, 3%
5) CC1=C[C@@H](CNCc2ccc(F)cc2)[C@H](C(C)C)C[C@H]1Cc1nnc(-c2cncn2C)o1
  8%[172 µM], -11, 45µM*, -20%[87.6 µM], ?, i, ?
6) Cc1noc([C@@H]2CN(C(=O)c3occc3C)C[C@H]2COCC2CC2)n1
  -3%, 7, -21%, 20%, -20%, -1%, 3%
7) COc1ccc(CNC(=O)N2CCCC(Cc3noc(-c4cnccn4)n3)C2)cc1 (configuration not stated)
  -2%, 2, ?, -27%, -14%, i, -10%
8) O=C(c1ccncc1)N1CC2CCC(C1)N2Cc1cccc(-c2ccsc2)c1
  /, -6, ?, -2%, -25%, i, -9%
9) Cc1cccc(CNC(=O)CCCn2c(=O)c3cccn3c3ccc(F)cc32)c1
  /, 7, /, 8%, /, /, 9%
10) O=C1CCCCC(CNC(=O)c2ccccn2)N1 (configuration not stated)
  9%, 4, -11%, 26%, i, 5%, 5%
11) COc1cccc(CNC(=O)N2CCc3c(sc4c3CCCC4)C2c2ccc(F)cc2)c1 (configuration not stated)
  /, 26, /, -11%, /, /, -12%
12) CCN(CC)S(=O)(=O)c1ccc2c(c1)N(CC(=O)Nc1cccc(C(C)=O)c1)C(=O)CO2
  /, 7, /, 2%, /, /, ?
13) COc1cc(OC)c(CNC(=O)c2c(C)noc2-c2cccs2)c(OC)c1
  -4%, 5, 79µM*, ?, ?, -2%, 3%
14) CCOc1ccc(C(=O)c2cn(CC(=O)Nc3ccc(OC)cc3)c3cc4c(cc3c2=O)OCO4)cc1
  /, 8, /, -23%, /, /, -1%
15) CC(C)(CC(=O)O)CC(=O)N1CCN2C(=O)c3cc(-c4ccc(Cl)cc4)ccc3NC(=O)[C@H]2C1
  -8%, 0, 0%, -24%, -1%, i, 2%
16) Cc1cccc(NC(=O)c2c(C)oc3ncnc(N4CCCCC4)c23)c1C
  /, -5, /, 6%, /, /, -5%
17) CCCNS(=O)(=O)Nc1ncnc(OCCOc2ncc(Br)cn2)c1-c1ccc(Br)cc1
  /, /, /, -13%, /, i, 4%
18) CCC(Oc1ccccc1F)C(=O)Nc1c(C(=O)c2ccccc2)oc2ccccc12 (configuration not stated)
  /, 18, /, -15%, /, /, 10%
19) Cn1cc(-c2cnc3[nH]cc(CC(=O)Nc4ccc(N5CCOCC5)cc4)c3c2)cn1
  -8%[172 µM], -18, ?, 1%[87.6 µM], -1%[138 µM], 2%[88.5 µM], 6%[87.6 µM]
20) CCC1CCCCN1S(=O)(=O)c1cc2c(cc1C)NC(=O)CO2 (configuration not stated)
  /, 3, /, 6%, /, /, -5%
21) CCOC(=O)c1ccc(NC(=O)c2nsc3ccccc23)cc1
  /, -24, /, -9%, /, /, -30%
22) COc1ccc(NC(=O)C(=O)NCCc2csc(-c3ccc(Cl)cc3)n2)cc1
  /, 2, /, 80%[activator], /, /, -3%
23) Cc1cc2nc3n(c(=O)c2n1CC(=O)Nc1ccc(F)cc1)CCCCC3
  6%, -6, ?, 16%, ?, 3%, -9%
24) COc1cc(NC(=O)Cn2ccn3nc(-c4ccccc4)c(CO)c3c2=O)cc(OC)c1OC
  -5%, 23, 32µM*, 9%, ?, i, 2%
25) O=C(c1cc(-c2cccc(C(F)(F)F)c2)c2nncn2n1)N1CCN(c2ncccn2)CC1
  /, 10, ?, 0%, ?, -2%, 3%
26) CCOc1ccc(NC(=O)C2CCN(c3nnc(C)c4c(C)n(-c5ccccc5)nc34)CC2)cc1
  /, 7, /, -24%, /, /, 3%
27) Fc1ccc(CN(C2=NCCN2)c2c(Cl)cccc2Cl)cc1
  /, /, /, -24%, /, ?, ?
28) COc1cc(NS(=O)(=O)c2cc3c(cc2C)n(C)c(=O)c(=O)n3C)cc(OC)c1
  /, -13, /, -23%, /, /, 9%
29) COC[C@H]1NC(=O)CC[C@H]1C(=O)NCc1ccccc1OC
  3%, 0, ?, 15%, ?, i, -5%
30) Cc1cc(C)n2ncc(CN3CCCC3c3nc(-c4ccncc4)no3)c2n1 (configuration not stated)
  1%, 10, 1%, 28%, 2%, -5%, 0%

Remaining list, next part:
Order of results – Luciferase inh, IP6K1 inhibitor, HEK cytotox, SNCA expr inh, 3T3 cytotox, GPT2 inh, HEK293 viab
31) CCCCN(Cc1ccco1)C(=O)Cn1ncc2c([nH]c3ccccc32)c1=O
  /, 17, /, -20%, /, /, -17%
32) CCC(Cn1nnc2ccccc2c1=O)NC(=O)Nc1ccc(C)c(C)c1 (configuration not stated)
  /, 56, /, 0%, /, /, -10%
33) COc1ccc(NC(=O)C2(C)CCCc3cnc(Nc4cccnc4)nc32)cc1 (configuration not stated)
  -11%[172 µM], -1, -20%[172 µM], -14%[87.6 µM], 35µM*, -9%[88.5 µM], ?
34) N[C@@H](Cc1cnc[nH]1)C(=O)N1CCC(c2cc(-c3ccccc3Cl)n[nH]2)CC1
  -2%, 8, -7%, 7%, -15%, 3%, -22%
35) O=C(NCc1ccc(F)cc1)N1CCC(c2noc(-c3cnccn3)n2)C1 (configuration not stated)
  9%, 4, -5%, 4%, -13%, i, -4%
36) O=C(O)Cn1nc(C2CCOCC2)nc1C1CNC(=O)C1 (configuration not stated)
  2%, -1, -27%, -18%, 2%, 2%, -6%
37) COc1ccc(CO[C@H]2COCCN(c3nc4ccccc4s3)C2)cc1
  ?, -11, 100µM*, 37%[activator][87.6 µM], ?, -6%[88.5 µM], 0%[87.6 µM]
38) COc1ccccc1Nc1ccnc(N2CCC(NC(=O)C3CCCC3)CC2)n1
  /, 10, -27%, 21%, ?, i, -1%
39) CC(C)Cn1cc(NC(=O)N2CCN(c3ccccc3F)CC2)c2ccccc2c1=O
  /, 20, /, 1%, /, /, -6%
40) CC1=C(CC(=O)O)c2cc(F)ccc2/C1=C\c1ccc(S(C)=O)cc1 (configuration not stated)
  /, 0, /, 32%[activator], /, ?, -9%
41) C#CCN(C)C(=O)C[C@@H]1CCNC[C@@H]1Cc1cc(COc2ccccc2)on1
  3%[172 µM], 3, ?, 14%[87.6 µM], ?, i, -6%[87.6 µM]
42) Cc1ccccc1NC(=O)N1CCC(CCNC(=O)c2ccccc2)CC1
  -4%, -15, -5%, 0%, -14%, 4%, 10%
43) CCOC(=O)C1(Cc2ccc(Cl)cc2)CCN(C(=O)c2ccc(C)s2)CC1
  -11%, -3, ?, -7%, ?, 4%, -5%
44) CC(C)(C)CN1Cc2cc3c(cc2N(CC(O)COC(C)(C)C)CCC1=O)OCO3 (configuration not stated)
  /, -7, -17%, /, ?, /, /
45) CCOc1ccc(-n2cc(-c3ccccc3)c3c(NC4CCCC4)ncnc32)cc1
  /, 0, /, 16%, /, /, 4%
46) O=C(C1CCCN1C(=O)c1ccc(C(F)(F)F)cc1)N1CCC(c2nc3ncccc3[nH]2)CC1 (configuration not stated)
  /, 6, i, -1%, -13%, 2%, 1%
47) CCCN1CCN(CC2=C(C(=O)OCC)C(c3ccc(OC(C)C)cc3)NC(=O)N2)CC1 (configuration not stated)
  /, 11, /, -24%, /, /, -16%
48) COc1ccc2c(c1)c1c(c(=O)n(-c3ccc(F)c(Cl)c3)c(=O)n1Cc1ccccc1C)n2C
  /, 31, /, 12%, /, /, -18%
49) Cc1ccc(-c2cc3c(=O)n(CCNC(=O)c4ccc[nH]c4=O)ccn3n2)cc1C
  7.9µM*, -10, -7%, -10%, -17%, i, -14%
50) Cn1cc(CC(=O)N2CCCc3ncc(C(=O)Nc4cccc(F)c4)cc32)c2ccccc21
  -22%, 6, ?, -1%, ?, 5%, ?
51) COc1ccccc1C(=O)N1CCC(N2CCOCC2=O)CC1
  /, -13, i, ?, i, 4%, -3%
52) C[C@@H](O[C@H]1OCCN(Cc2nn(P(=O)(O)O)c(=O)[nH]2)[C@H]1c1ccc(F)cc1)c1cc(C(F)(F)F)cc(C(F)(F)F)c1
  /, -4, /, /, /, -18%[27.3 µM], -11%[23.9 µM]
53) COc1ccccc1N1CCN(c2ncnc3c2c(-c2ccccc2)cn3-c2cccc(Cl)c2)CC1
  /, 5, /, -11%, /, /, 8%
54) O=C(c1ccc(Cl)cc1)N1CC2(CCN(Cc3ccccn3)C2)Cc2ccccc21 (configuration not stated)
  /, -17, ?, -14%, ?, -6%, ?
55) CC(C)(N)C(=O)N1CCC(n2nccc2NC(=O)c2cccc(F)c2)CC1
  8%, 12, -8%, -5%, 0%, ?, 6%
56) Cc1ccc(S(=O)(=O)c2nnn3c2nc(NCc2ccc4c(c2)OCO4)c2sccc23)cc1
  /, -9, /, -6%, /, /, 2%
57) CN(c1ncccc1CNc1nc(Nc2ccc3c(c2)CC(=O)N3)ncc1C(F)(F)F)S(C)(=O)=O
  /, /, /, ?, /, 3%, ?
58) COc1ccc(-c2cc(N3CCC(NC(=O)Cc4ccccc4OC)CC3)n[nH]2)cc1
  -1%, 16, ?, 10%, ?, -25%, -4%
59) CC1CCC(NC(=O)c2ccc3c(c2)N(Cc2ccccc2F)C(=O)c2ccccc2S3=O)CC1 (configuration not stated)
  /, 2, /, 49%[activator], /, /, 3%
60) CC(=O)N1CCN(C(=O)c2ccc3c(c2)NC(C)(CCCCc2ccccc2)CO3)CC1 (configuration not stated)
  -2%[172 µM], 1, ?, -18%[87.6 µM], ?, -2%[88.5 µM], -7%[87.6 µM]
61) Cc1cc(C)c2c(N)c(C(=O)Nc3ccccc3C(F)(F)F)sc2n1
  /, -6, /, 145%[activator], /, /, ?
62) COC(=O)C1=C(C)NC(C)=C(C(=O)OC)C1c1ccccc1[N+](=O)[O-]
  /, -2, /, ?, /, 5%, ?

Some of these compounds in order of number of heavy atoms, falling.
Order of results – Luciferase inh, IP6K1 inhibitor, HEK cytotox, SNCA expr inh, 3T3 cytotox, GPT2 inh, HEK293 viab
47) CCCN1CCN(CC2=C(C(=O)OCC)C(c3ccc(OC(C)C)cc3)NC(=O)N2)CC1 (configuration not stated)
  /, 11, /, -24%, /, /, -16%
37) COc1ccc(CO[C@H]2COCCN(c3nc4ccccc4s3)C2)cc1
  ?, -11, 100µM*, 37%[activator][87.6 µM], ?, -6%[88.5 µM], 0%[87.6 µM]
61) Cc1cc(C)c2c(N)c(C(=O)Nc3ccccc3C(F)(F)F)sc2n1
  /, -6, /, 145%[activator], /, /, ?

Screening results deposited in PubChem BioAssay by National Center for Advancing Translational Sciences (NCATS).
